# Screens deposited in PubChem by Sanford-Burnham Center for Chemical Genomics.
# PfG6PD inh = PfG6PD (Plasmodium falciparum) enzyme inhibition; inhibition, % at 20 µM; PfGluPho enzyme, NADPH resazurin-diaphorase fluorescence; AID 504690; 350,000 tested, 0.78% active;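 active = inhibition reaching at least a set limit at 20 µM in the primary screen, cut at about 59% in these data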;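 note: 0% = DMSO wells with substrate and 100% = DMSO wells lacking glucose-6-phosphate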
# SENP8 inh = SENP8 (human) protease inhibition; recombinant SENP8, Nedd8 substrate fluorescence; inhibition, % at 20 µM; Q96LD8; AID 602440; 360,000 tested, 0.64% active; in the data active = inhibition mostly above about 40%, no sharp cut-off; inactive = mostly below about 27%
# HKDC1 inhibitor = inhibitors of human hexokinase HKDC1; Q2TB90; recombinant HKDC1, G6PDH/diaphorase resazurin coupled fluorescence; inhibition, % at 20 µM; 340,000 tested, 0.16% active;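 active = inhibition above about 35% when tested at 20 µM, limit read from the data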;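 note: plate controls were DMSO wells with enzyme for no effect and DMSO wells lacking enzyme for full effect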
#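 Assay system: in-house recombinant HK5 (HKDC1) enzyme. Input: HKDC1 at 5 µg/mL. Medium: Tris pH 8.0 buffer with MgCl2, Tween-20, BSA, BME. Dosing: single 20 µM dose. Schedule: 90 min reaction incubation at room temperature, dark. Signal: resazurin-to-resorufin fluorescence via G6PDH and diaphorase coupling, 525/613 nm. Controls: DMSO-enzyme wells negative, buffer-substituted wells positive.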
# SENP7 inh = blocks the human protease SENP7; inhibition, % at 5 µM; 330,000 tested, 1.5% active; recombinant SENP7, Z-RLRGG-aminoluciferin luminescence, 40 min; Q9BQF6;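 active = inhibition above about 50% at the single test dose, limit read from the data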;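 note: plate controls were DMSO with enzyme for no effect and no enzyme buffer wells for full effect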
# Target sequence (Q9BQF6 706-1050 limits assumed): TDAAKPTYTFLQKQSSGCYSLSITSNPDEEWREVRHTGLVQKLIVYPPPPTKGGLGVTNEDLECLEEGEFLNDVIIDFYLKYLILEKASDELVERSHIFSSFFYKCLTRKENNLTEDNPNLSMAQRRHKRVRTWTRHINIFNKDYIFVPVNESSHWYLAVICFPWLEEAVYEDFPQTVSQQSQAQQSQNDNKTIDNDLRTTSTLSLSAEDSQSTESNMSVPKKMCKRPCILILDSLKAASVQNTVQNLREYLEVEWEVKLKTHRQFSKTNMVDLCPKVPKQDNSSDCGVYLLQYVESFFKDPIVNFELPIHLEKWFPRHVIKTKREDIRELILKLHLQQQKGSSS
# SENP6 inh = inhibitors of human SENP6 protease | Q9GZR1 | Recombinant SENP6 catalytic domain, aminoluciferin luminescence | inhibition, % at 10 µM | 330,000 tested, 1.8% active | AID 2599;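 active = inhibition above about 50% at the single tested dose, limit read from the data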;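 note: plate controls were DMSO wells with enzyme for no effect and DMSO wells lacking enzyme for full effect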
# Target sequence (Q9GZR1 628-1112 limits assumed): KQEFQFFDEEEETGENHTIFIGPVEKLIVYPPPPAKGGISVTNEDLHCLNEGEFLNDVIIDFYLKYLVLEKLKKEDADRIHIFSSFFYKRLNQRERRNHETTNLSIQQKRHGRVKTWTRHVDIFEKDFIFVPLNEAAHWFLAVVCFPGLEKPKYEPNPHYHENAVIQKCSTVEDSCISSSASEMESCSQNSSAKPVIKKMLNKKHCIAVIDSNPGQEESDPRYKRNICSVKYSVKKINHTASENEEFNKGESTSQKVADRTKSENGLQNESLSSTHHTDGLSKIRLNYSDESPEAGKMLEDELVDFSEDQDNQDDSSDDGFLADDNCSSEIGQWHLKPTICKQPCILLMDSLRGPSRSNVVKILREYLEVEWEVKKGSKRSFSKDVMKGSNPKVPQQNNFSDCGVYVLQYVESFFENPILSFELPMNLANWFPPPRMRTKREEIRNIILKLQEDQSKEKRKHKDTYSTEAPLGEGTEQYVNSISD
# ATG4B inh = ATG4B (human) cysteine protease inhibition; inhibition, % at 8.33 µM; ATG4B cleavage of LC3-PLA2, NBD-HPC fluorescence, 1 h; 340,000 tested, 0.51% active; Q9Y4P1; AID 504462; in the data active = inhibition above about 40%
# GRIN3A LBD mod = modulators (binders) of human NR3A ligand-binding domain; NR3A LBD differential scanning fluorimetry, Tm shift; 0% = protein alone, 100% = glycine-bound protein; Tm shift relative to glycine control, % at 25 µM; 340,000 tested, 2.5% active; AID 1259313;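 active = melting temperature shift of at least 10% of the positive control shift, at one fixed dose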
# MPTP block = blocks calcium-induced mitochondrial swelling; isolated mouse mitochondria, Ca2+ swelling absorbance, 30 min; inhibition, % at 10 µM; 360,000 tested, 1.4% active; AID 602449;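 active = inhibition of 50% or more, scaled per plate between neutral and stimulator controls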;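 note: 0% = DMSO wells given calcium and 100% = 1 mM EGTA wells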
# An asterisk follows results filed as active; x = no result given. Hits appear at their usual frequency; 6.9% or so of the library scored in one or more.
nr	SMILES	PfG6PD inh	SENP8 inh	HKDC1 inhibitor	SENP7 inh
1	CC(C)Nc1nc(-c2ccncc2)nc(-c2ccccc2)c1C#N	4	-215	-1	3
2	O=C(Cn1nc(-c2ccc3c(c2)OCCO3)ccc1=O)Nc1ccc(-n2cnnn2)cc1	-7	-228	-8	-2
3	COc1cc(NS(=O)(=O)c2ccc(NC(=O)/C(=C\c3ccccc3OC)NC(=O)c3ccccc3)cc2)nc(OC)n1	-8	-3	4	-4
4	O=C(Nc1ccc2c(c1)OCCO2)c1cccnc1Oc1ccc(Cl)cc1	4	12	1	3
5	Cc1ccnc(N2CCCC(C(=O)Nc3ccc(C)c(C)c3)C2)n1 (configuration not stated)	-3	-48	-5	-5
6	Cc1cc(Cl)ccc1NC(=O)/C=N/O	1	0	-3	-1
7	CN1CCN(NC(=O)c2ccc(Cl)s2)CC1	-3	30	-3	3
8	COc1ccc(/C=N/NC(=O)Cc2csc(Nc3cccc(C(F)(F)F)c3)n2)cc1C	7	4	-1	-10

nr	SENP6 inh	ATG4B inh	GRIN3A LBD mod	MPTP block
1	17	-1	-1	-0.7
2	-12	-7	2	-1.0
3	2	-9	-8	-0.6
4	-17	-2	-2	2.8
5	-12	-13	1	0.3
6	-44	-4	1	2.9
7	-12	4	0	-2.4
8	-6	-5	22*	3.1

# Remaining list, next part:
nr	SMILES	PfG6PD inh	SENP8 inh	HKDC1 inhibitor	SENP7 inh
9	CCCn1cc(S(=O)(=O)c2ccc(C)cc2)c(=O)c2cc(OC)ccc21	-22	-22	-1	9
10	COc1ccc(OC)c(S(=O)(=O)Nc2ccccc2O)c1	-15	0	1	2
11	CC(=O)CSc1nnc(-c2ccc(S(=O)(=O)N3CCCC3)cc2)n1C	10	7	-6	5
12	COCCCNc1nc2ccccc2nc1NS(=O)(=O)c1ccc(C)cc1C	-22	-372	-4	4
13	CC1CN(C)C(C)CC1OC(=O)C(c1ccccc1)c1ccccc1 (configuration not stated)	10	25	-6	3
14	CCCCOC(=O)CCc1n[nH]c(=O)[nH]c1=O	-6	13	-3	1
15	O=C(Nc1cccc(NC(=S)NC(=O)c2cccs2)c1)c1ccccc1	8	15	-9	5
16	CCN(CC)S(=O)(=O)c1cc(-c2nn(C)c(=O)c3ccccc23)ccc1C	-2	21	-3	-1

nr	SENP6 inh	ATG4B inh	GRIN3A LBD mod	MPTP block
9	-5	-17	4	-1.0
10	11	1	0	1.2
11	2	-5	-1	-0.8
12	-30	5	-1	1.6
13	2	0	-1	0.8
14	-22	-7	0	0.0
15	-11	10	-12	1.3
16	-17	-17	0	0.2

# Next entries.
nr	SMILES	PfG6PD inh	SENP8 inh	HKDC1 inhibitor	SENP7 inh
17	C/C=C/COC(=O)c1[nH]c2c(c1C)C(=O)CC(c1ccc(N(C)C)cc1)C2 (configuration not stated)	30	-12	4	-7
18	CCCN(C(=O)c1cc(S(=O)(=O)N2CCCCC2)ccc1Cl)C1CCS(=O)(=O)C1 (configuration not stated)	-8	20	-7	8
19	Cc1ccc2c(c1)C(=O)C(=O)N2c1ccc(C(F)(F)F)cc1	-4	2	0	6
20	S=c1[nH]nc(-c2ccc3c(c2)OCO3)n1-c1ccccc1	43	-36	-7	-8
21	CS(=O)(=O)c1ncc(Cl)c(C(=O)Nc2ccc(OC(F)F)cc2)n1	24	1	2	-8
22	CC(=O)N1CCSc2ccc(S(=O)(=O)NCCc3ccc(Cl)cc3)cc21	4	11	-1	4
23	O=S(=O)(Nc1cccc(S(=O)(=O)N2CCCCCC2)c1)c1ccc(F)cc1F	-34	9	0	10
24	CC1CCCC(NC(=O)c2ccc3snnc3c2)C1C (configuration not stated)	3	9	-3	1

nr	SENP6 inh	ATG4B inh	GRIN3A LBD mod	MPTP block
17	9	2	-8	-0.8
18	6	-9	2	-2.7
19	-7	x	3	-0.8
20	-3	0	3	-0.7
21	-10	3	2	6.3
22	-4	-8	-1	32
23	-8	-10	1	-0.8
24	-2	0	2	-0.8

# Grouped by structure: the compounds so far with an NH in an aromatic ring.
nr	SMILES	PfG6PD inh	SENP8 inh	HKDC1 inhibitor	SENP7 inh
14	CCCCOC(=O)CCc1n[nH]c(=O)[nH]c1=O	-6	13	-3	1
17	C/C=C/COC(=O)c1[nH]c2c(c1C)C(=O)CC(c1ccc(N(C)C)cc1)C2 (configuration not stated)	30	-12	4	-7
20	S=c1[nH]nc(-c2ccc3c(c2)OCO3)n1-c1ccccc1	43	-36	-7	-8

nr	SENP6 inh	ATG4B inh	GRIN3A LBD mod	MPTP block
14	-22	-7	0	0.0
17	9	2	-8	-0.8
20	-3	0	3	-0.7

# Next compounds follow:
nr	SMILES	PfG6PD inh	SENP8 inh	HKDC1 inhibitor	SENP7 inh
25	CN(C)N=C1c2cc(S(=O)(=O)N3CCOCC3)ccc2-c2ccc(S(=O)(=O)N3CCOCC3)cc21	5	32	23	0
26	CCOc1ccc(C2=Nc3ccccc3C(c3ccc(N4CCOCC4)cc3)=NN2)cc1	1	-261	0	-2
27	COc1ccccc1N1C(=O)S/C(=C\c2cccs2)C1=O	-24	28	2	1
28	O=C(Nc1cccnc1)/C(N=Nc1c(Cl)cccc1Cl)=C(\O)c1ccccc1	15	30	-5	11
29	O=C(CN1CCCCCCC1)N/N=C/c1ccc([N+](=O)[O-])o1	13	31	-2	9
30	Cc1ccc2c(CC(=O)OCc3cc(=O)n4c(n3)sc3ccccc34)coc2c1	-11	-135	10	11
31	C=CCNC(=O)/C(=C/c1cccc([N+](=O)[O-])c1)NC(=O)c1ccccc1	21	21	-10	-4
32	CCOC(=O)c1ccc(N2C(=O)CC(N3CCC(C(N)=O)(N4CCCCC4)CC3)C2=O)cc1 (configuration not stated)	-11	6	-2	-7

nr	SENP6 inh	ATG4B inh	GRIN3A LBD mod	MPTP block
25	7	-5	4	-3.5
26	26	3	1	5.9
27	-14	-5	2	2.8
28	1	0	6	1.2
29	1	2	2	0.9
30	-10	7	-3	0.2
31	3	-8	0	0.0
32	-7	0	0	-1.2

# As entered above.
# no. 30 in SENP6 inh has -10
# no. 32 in MPTP block has -1.2
# no. 28 in PfG6PD inh has 15

# (listing goes on)
nr	SMILES	PfG6PD inh	SENP8 inh	HKDC1 inhibitor	SENP7 inh
33	C=CCN(c1ccccc1)S(=O)(=O)c1ccc2c(c1)NC(=O)C(C)C(=O)N2 (configuration not stated)	-7	0	2	-5
34	Cc1cc(C)cc(OCC(=O)N(Cc2ccccc2)C2CCS(=O)(=O)C2)c1 (configuration not stated)	7	12	-4	-5
35	CCc1ccc2c(CN3CCN(S(=O)(=O)c4cccs4)CC3)cc(=O)oc2c1	-2	16	2	2
36	C[C@H](CO)N1C[C@H](C)[C@@H](CN(C)C(=O)Nc2ccc3c(c2)OCO3)Oc2c(NC(=O)C3CC3)cccc2C1=O	40	2	8	-1
37	CCCCCn1c(-c2ccco2)nc2nc3ccccc3nc21	64*	-482	1	-1
38	CC(=O)N/C(=C/c1ccc2c(c1)OCO2)C(=O)NCc1ccccc1	-11	-13	-8	11
39	Cn1cc(CC(=O)N2CCN(c3ccccc3F)CC2)c2ccccc21	5	9	-3	-10
40	O=C(NNC(=O)c1ccc([N+](=O)[O-])cc1C(=O)O)c1ccncc1	11	15	-7	-3

nr	SENP6 inh	ATG4B inh	GRIN3A LBD mod	MPTP block
33	-8	-14	-1	1.6
34	0	-6	-2	-0.9
35	-12	-11	-1	2.4
36	-9	x	-1	-0.9
37	-6	-2	0	-3.1
38	-20	1	-2	0.7
39	-13	-12	-1	-1.4
40	5	-3	7	1.2

# Looked up one by one from the list above:
nr	SMILES	PfG6PD inh	SENP8 inh	HKDC1 inhibitor	SENP7 inh
36	C[C@H](CO)N1C[C@H](C)[C@@H](CN(C)C(=O)Nc2ccc3c(c2)OCO3)Oc2c(NC(=O)C3CC3)cccc2C1=O	40	2	8	-1
40	O=C(NNC(=O)c1ccc([N+](=O)[O-])cc1C(=O)O)c1ccncc1	11	15	-7	-3

nr	SENP6 inh	ATG4B inh	GRIN3A LBD mod	MPTP block
36	-9	x	-1	-0.9
40	5	-3	7	1.2

# More compounds follow:
nr	SMILES	PfG6PD inh	SENP8 inh	HKDC1 inhibitor	SENP7 inh
41	CCOc1ccc(S(=O)(=O)Nc2ccc(C(=O)NCc3ccncc3)cc2)cc1	-16	17	0	-3
42	O=C(Nc1ccc(Br)cc1)N1CCc2ccccc2C1	28	9	7	-15
43	CCOC(=O)C1=C(C)Nc2ccccc2N=C1NC(=O)C(CC)c1ccccc1 (configuration not stated)	-1	3	-6	-12
44	CCc1ccc(C(C)NC(=O)Cc2ccc(F)cc2)cc1 (configuration not stated)	-5	7	2	-11
45	CCC(=O)Nc1nonc1-c1nc2ccccc2n1Cc1ccccc1	-11	-291	-3	4
46	O=C(CCNS(=O)(=O)c1ccc2nsnc2c1)N1CCN(c2ccncc2)CC1	-10	16	2	8
47	CN(C)c1cccc2c1c(NC(=O)Nc1ccc(F)cc1F)nn2C	34	-3	9	11
48	Cc1ccnn1CC(=O)N/N=C/c1ccco1	-4	16	-6	3
49	O=C1CC(Sc2ncccn2)C(=O)N1c1ccccc1C(F)(F)F (configuration not stated)	10	16	-3	-5

nr	SENP6 inh	ATG4B inh	GRIN3A LBD mod	MPTP block
41	-4	-4	3	-1.3
42	5	3	6	30
43	-8	-7	3	1.7
44	8	-10	-1	1.9
45	-11	-9	3	-0.7
46	-11	3	4	-1.0
47	24	-9	0	1.1
48	-14	3	-2	1.7
49	-16	-11	-4	0.0
